# Pf Dd2 growth: qHTS Primary assay for Inhibitors of Plasmodium falciparum Dd2 growth in vitro. P. falciparum Dd2 growth, SYBR Green, 72 h. AID 1347417, 2020. Potency, µM (top dose mostly 28.9 µM), for inactives: at the top dose activity, negative = inhibition, hits mostly inhibitors. 4.3% of 120,000 active; active = well fitted inhibition curve with a large enough effect; inconclusive = small, poorly fitted or top-dose-only effect; inactive = no such curve, though single readings can be large or run the other way;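 also: plate controls were DMSO vehicle for no effect and reference drug for full effect; nearly all actives have a fitted effect of over 65% in size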
#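 Readout: SYBR Green fluorescence, 485 nm excitation, 535 nm emission, after ~16 h lysis at 37C. Before that, Dd2-infected red cells (2.5% hematocrit) grew 72 h with compound, 29 uM top final concentration.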
# Starred values were filed as active, the others as inactive; i = inactive; ? = inconclusive; [ ] = dose if it differs, or a comment. Potency is read from the fitted curve at half-maximal effect. An excerpt; count on the stated rates, not on these rows.
SMILES,Pf Dd2 growth
Cc1cnc(C(=O)NC2C[C@H]3CC[C@@H](C2)N3C(=O)c2ccc(F)cc2)cn1 (stereo partly specified),-21%
O=C(CCc1ccsc1)N1CCc2ncnc(NC3CCC3)c2CC1,i
CCN1c2cc(C(=O)Nc3ccc(Oc4ccccc4)cc3)ccc2C(=O)N2CCCCC21 (stereo unspecified),i
O=C1[C@@H]2C[C@@H](CN2C2COC2)Oc2ccccc2N1Cc1ccc(OC(F)(F)F)cc1,i
CCC1(N2CCN(S(=O)(=O)c3cccc(C#N)c3)CC2)CCN(C(=O)C(C)C)C1 (stereo unspecified),i
Cc1ccc2cc(CN(C)C(=O)c3cccc(Cl)c3)c(=O)[nH]c2c1,13%
O=C(C1c2ccccc2CC(=O)N1Cc1ccccc1)N1CCN(c2ccccn2)CC1 (stereo unspecified),i
CCC(Sc1nnc(-c2ccc(OC)cc2)c(-c2ccc(OC)cc2)n1)C(=O)NC1CCCCC1 (stereo unspecified),13%
CCOC(=O)CSc1nc2ccc(NC(=O)c3cccc(F)c3)cc2s1,3%
CCN1CCOC(=O)C1CC(=O)Nc1ccc(C(C)=O)cc1 (stereo unspecified),27%
CCNC(=O)N1CCC(c2nnc(CN3CCCC3)n2CC)CC1,3%
CNC(=O)c1ccc(CN2CCCC(Nc3ccc(F)cc3)C2)o1 (stereo unspecified),?
COCC(=O)N[C@H]1C[C@@H](CO)N(Cc2ccc(Br)o2)C1,-6%
CC(=O)Nc1ccc(C(=O)N2CCN(C3CCNCC3)C(=O)C2)cc1,2%
O=C1NCCCCCN(C(=O)c2ccncc2)[C@H]2CCC[C@@H]12,3%

# 14 consecutive compounds out of the list so far, for reference:
SMILES,Pf Dd2 growth
Cc1cnc(C(=O)NC2C[C@H]3CC[C@@H](C2)N3C(=O)c2ccc(F)cc2)cn1 (stereo partly specified),-21%
O=C(CCc1ccsc1)N1CCc2ncnc(NC3CCC3)c2CC1,i
CCN1c2cc(C(=O)Nc3ccc(Oc4ccccc4)cc3)ccc2C(=O)N2CCCCC21 (stereo unspecified),i
O=C1[C@@H]2C[C@@H](CN2C2COC2)Oc2ccccc2N1Cc1ccc(OC(F)(F)F)cc1,i
CCC1(N2CCN(S(=O)(=O)c3cccc(C#N)c3)CC2)CCN(C(=O)C(C)C)C1 (stereo unspecified),i
Cc1ccc2cc(CN(C)C(=O)c3cccc(Cl)c3)c(=O)[nH]c2c1,13%
O=C(C1c2ccccc2CC(=O)N1Cc1ccccc1)N1CCN(c2ccccn2)CC1 (stereo unspecified),i
CCC(Sc1nnc(-c2ccc(OC)cc2)c(-c2ccc(OC)cc2)n1)C(=O)NC1CCCCC1 (stereo unspecified),13%
CCOC(=O)CSc1nc2ccc(NC(=O)c3cccc(F)c3)cc2s1,3%
CCN1CCOC(=O)C1CC(=O)Nc1ccc(C(C)=O)cc1 (stereo unspecified),27%
CCNC(=O)N1CCC(c2nnc(CN3CCCC3)n2CC)CC1,3%
CNC(=O)c1ccc(CN2CCCC(Nc3ccc(F)cc3)C2)o1 (stereo unspecified),?
COCC(=O)N[C@H]1C[C@@H](CO)N(Cc2ccc(Br)o2)C1,-6%
CC(=O)Nc1ccc(C(=O)N2CCN(C3CCNCC3)C(=O)C2)cc1,2%

# Going on with the list:
SMILES,Pf Dd2 growth
O=C(c1ccc(F)cc1)N1CCCC(Cc2nc(C3CCOCC3)no2)C1 (stereo unspecified),1%
Cc1cc(C[C@@H]2COC[C@@H]2NC(=O)c2cnc(Nc3ccccc3)nc2)on1,-7%
O=C(CCC1CCCN(S(=O)(=O)c2cccc(F)c2)C1)N1CCc2ccccc2C1 (stereo unspecified),i
CN1C[C@@H](NC(=O)c2ccccc2)C[C@H]1c1nc(-c2ccccc2)no1,?
CCOC(=O)c1c(NC(=O)CSc2cn(CCNC(=O)c3c(F)cccc3F)c3ccccc23)sc2c1CCCC2,?
CCS(=O)(=O)n1nc(-c2ccco2)nc1NCc1ccc(C(C)C)cc1,?
O=C(CCc1nc2ccccc2s1)NC1CCc2n[nH]c(=O)n2CC1 (stereo unspecified),0%
CCc1ccc(C2CC(C(=O)NCc3ccccc3)CN(C(=O)c3ccoc3)C2)cc1 (stereo unspecified),i
CC(C)NC(=O)NC[C@H]1O[C@@H](CO)[C@@H](O)[C@H]1N(C)CCc1ccccn1,-1%
O=C1CC(c2nc3ccccc3n2Cc2c(F)cccc2Cl)CN1c1cccc(C(F)(F)F)c1 (stereo unspecified),?
CCc1nnc(CN(C)C(=O)c2cnc(-c3ccc(C)cc3)[nH]c2=O)o1,6%
Cc1cccc(C(=O)N2CCC[C@H]2c2nc(-c3ccccc3)no2)c1,-24%
Cc1cccc(CN2CCCC(O)(CN3CCC(C)CC3)C2=O)c1 (stereo unspecified),i
Cc1ccc(-c2nc(SCc3ccc(Br)cc3)n3[nH]c(=O)cc3n2)cc1,-12%
O=C(CCN1CCCCO1)N1CCCn2nc(C(O)C3CCC3)cc2C1 (stereo unspecified),-4%
Cc1ccc(NC(=O)N2CC(C(=O)N(C)C)C3(CCOCC3)C2)cc1 (stereo unspecified),-18%
CN1C[C@@H](NC(=O)C2CCCCC2)C[C@H]1c1nc(-c2ccc(Cl)cc2)no1,i
O=C(NCCn1cccc1-c1nc(-c2ccc3c(c2)OCO3)no1)c1ccccc1Cl,?
O=C(NCCc1ccc(Cl)cc1)c1ccc(CSCc2ccccc2Cl)o1,0%
O=C(C1CCCC1)N1CCC(n2c(=O)[nH]c3ccccc32)CC1,-7%[44.1 µM]
Cn1ncc2c(C(=O)NCC3CC3)cc(-c3cccnc3)nc21,13µM*
Brc1ccc(-c2nc(N3CCN(c4ccccc4)CC3)c3ccccc3n2)cc1,-5%
CC(=O)NCCNC(=O)CCCn1c(=O)[nH]c2ccsc2c1=O,-11%
CC(C)(C)n1nnnc1C1CC2(CCOCC2)C(=O)N1CCc1c[nH]c2ccccc12 (stereo unspecified),-23%
Cc1ccc2c(C)c(C(=O)N(Cc3ccc(N(C)C)cc3)Cc3ccco3)oc2c1C,?
COc1ccc(CCNC(=O)C(CC(C)C)N2Cc3ccccc3C2=O)c(OC)c1OC (stereo unspecified),i
CN(C)S(=O)(=O)N1C[C@H]2OC(=O)N(CCc3cccc(Cl)c3)[C@H]2C1,5%
O=C(Cn1ccc2cc(S(=O)(=O)N3CCCCCC3)ccc21)NCc1cccc(Cl)c1,-15%
Cc1cc(NC(=O)CC[C@H]2NC(=O)c3ccccc3NC2=O)nn1C,-9%
COc1ccc2nc(CO[C@H]3CN(Cc4ccc(OC)nc4)C[C@H]3F)[nH]c2c1,i
CCc1noc([C@@H]2CC(F)(F)CN2C(=O)c2ccc3nc[nH]c3c2)n1,14%
COCC1CN(C)CC12CCN(Cc1cc(C)nn1C)CC2 (stereo unspecified),11%
COCCN1C(=O)CS(=O)(=O)C12CCN(C(=O)c1ccc(C)cc1C)CC2,-28%
CCn1c(/C(C#N)=C/c2ccccc2Cl)nc2ccccc21,-12%
O=C(NC1CCCCCCC1)c1ccc(Cn2ccn3nc4c(c3c2=O)CCCC4)cc1,-17%
CCn1c(=O)sc2cc(NS(=O)(=O)c3ccc(C)cc3)ccc21,-6%
Cc1ccn(CC(=O)N2CCC(C3CCN(S(C)(=O)=O)CC3)C2)n1 (stereo unspecified),12%
CC1(C)C(=O)NC(=O)N1CC(=O)N1CCCC(CCc2c(F)cccc2F)C1 (stereo unspecified),-14%
COC(=O)c1ccc(OC)c(CN2CCCN(Cc3ccc(C)cc3)S2(=O)=O)c1,11%
Cn1nnc2c(N3CCN(c4cccc(C(F)(F)F)c4)CC3)ncnc21,i
CCCn1c(CCCNC(=O)c2ccccc2OC)nc2ccccc21,-23%
Cc1noc(C)c1C(=O)N1CCCCC1c1nc(CCOCC2CCCC2)no1 (stereo unspecified),?
COC(=O)C1=CN(CC(=O)Nc2ccccc2F)S(=O)(=O)N=C1C,i
Cc1cccc(CCNC(=O)c2cc3c(=O)n(C)c4ccccc4c3n2C)c1,39%[activator]
O=C(c1ccco1)N1CCC(c2n[nH]c(=O)n2-c2ccccc2)CC1,4%
COc1ccc(NCc2nnc3n2CCCCC3)c(OC)c1,34%[activator]
O=C1Cc2c(-c3ccccc3Cl)n[nH]c2CN1CC1CCOCC1,-15%[44.1 µM]
CCc1nn(-c2ccc(OC)cc2)c(Oc2ccccc2F)c1CCC(=O)NCC1CC1,-6%
CCc1noc(-c2cn(C3CCN(C(=O)c4ccc(C)cc4)C3)nn2)n1 (stereo unspecified),i
Cc1ccc(C(=O)N2CCCN(Cc3ccncc3)C(c3ccccc3)CC(=O)NCC2)cn1 (stereo unspecified),i
O=C(NCCc1ccccc1)C1CC(=O)N(c2n[nH]c3ccccc23)C1 (stereo unspecified),?
O=S(=O)(Nc1nc2n(n1)C(c1ccccc1)C=C(c1ccc(Cl)cc1)N2)c1ccccc1 (stereo unspecified),27%
Fc1ccccc1N1CCN(c2ncc3c(n2)CCN(Cc2cc(Br)cs2)C3)CC1,-19%
CC[C@H]1CN(S(=O)(=O)c2c(C)noc2C)CC[C@H]1CC(=O)NCc1ccco1,-3%[44.1 µM]
CCc1cnc(N)nc1N1CCC(Oc2ccc(F)cc2)CC1,?
CC[C@@H](NC(C)=O)C(=O)N1CCOc2c(cc(-c3cccs3)cc2OC)C1,?
Nc1nc(C2CC(N)C2)cc(N2CCN(C3CCCC3)C(=O)C2)n1 (stereo unspecified),-10%
COc1ccc(-c2cc(-c3ccc([S+](C)(=O)[O-])cc3)cn3cncc23)cc1,?
CN(C1CCc2nn(CC3CC3)c(=O)n2CC1)S(C)(=O)=O (stereo unspecified),-15%
Cc1cc(S(=O)(=O)n2ccnc2C(C)C)cc([N+](=O)[O-])c1C,i

# (listing goes on)
SMILES,Pf Dd2 growth
COc1ccc(CN[C@@H]2CCC[C@@H](C(=O)NC3CCOCC3)CC(=O)N(C)C2)cc1,11%[44.1 µM]
O=C(CCn1cnc2onc(-c3ccc(F)cc3)c2c1=O)Nc1cccc(C(F)(F)F)c1,0%
O=C(NC1CCN(c2cc(-c3ccc(Cl)cc3)[nH]n2)CC1)c1cccc(F)c1,80%[activator]
CCNc1nccc(N2CCC(CC(=O)NCC(C)C)CC2)n1,i
CCc1ccccc1NC(=O)Cn1c(N2CCOCC2)nc(COC)cc1=O,5%
NC(=O)CCn1cc(CN(CCO)Cc2ccccc2F)c2ccccc21,2.2µM*
O=c1oc2c(F)cc(F)cc2cc1S(=O)(=O)c1ccc(F)cc1,?
CC(C)NC(=O)Nc1ccc([C@H]2OCC(=O)N(C3CCOCC3)[C@@H]2CO)cc1,1%[44.1 µM]
COc1ccc(C(=O)N2CCCCCCNC(=O)[C@@H]3CCCC[C@@H]32)c(OC)n1,-13%
Cc1cccc(C)c1OCC(=O)Nc1ncn[nH]1,73%[activator]
COc1ccc(Cl)cc1C(=O)NC1CCN(c2cc(-c3ccc(F)cc3)[nH]n2)C1 (stereo unspecified),-12%
CCc1ccc(-n2c(=O)c3sc4ccccc4c3n(CC(=O)NCc3ccccc3)c2=O)cc1,26%
CCCn1c(C)cnc1CC1CCN(C(=O)NCCc2ccccc2)CC1,i
Cn1ncc2c(C(=O)N3CCCC3)cc(C(C)(C)C)nc21,0%[44.1 µM]
CN1N=C(C(=O)N2CCC(CCC(=O)Nc3ccc4c(c3)OCCO4)CC2)CCC1=O,-6%
CCC1(N2CCN(S(=O)(=O)c3ccc(Cl)s3)CC2)CCN(S(C)(=O)=O)C1 (stereo unspecified),?
Cc1cnc(C2CCN(C(=O)OC(C)(C)C)CC2)[nH]1,?
COc1ccc(-c2onc(C)c2C(=O)NCc2ccccc2)cc1,-19%
COc1ccc(S(=O)(=O)N2CCc3nn(CC4CC4)c(=O)n3CC2)cc1Cl,-30%
O=C([C@@H]1C[C@@H](O)[C@H](O)[C@@H]2NC(=S)N(c3ccc4c(c3)OCO4)[C@@H]21)N1CCOCC1,-19%[44.1 µM]
COc1ccc(CCC(=O)N2CCC3(CC2)NC(=O)N(c2cccc(F)c2)N3)cc1,?
CCCn1c(COc2cccc(C)c2)nc2ccccc21,-26%
Cc1nc2cc(N3CCC(C(=O)NCCC4=CCCCC4)CC3)cnc2nc1C,-19%
CN(C(=O)Cn1nc2n(c1=O)CCCCC2)C1CCCCC1,29%
Cc1cc(N2CCCCC2)nc2ccc(NC(=O)/C=C/c3ccc(OCCC(C)C)cc3)cc12,?
Cc1nc(C(C)C)sc1C(=O)N1CCC(Cc2ccc(C(=O)O)cc2)C1 (stereo unspecified),-4%
COc1ncccc1-c1cc2c(ccn2Cc2ccncc2)c(N2CCOCC2)n1,?
Cn1cccc1C(=O)N1CCCC(n2cc(-c3nc(-c4ccccc4)no3)nn2)C1 (stereo unspecified),?
O=c1c(S(=O)(=O)c2ccccc2)cn(Cc2ccccc2)c2cc(N3CCOCC3)c(F)cc12,8.9µM*
COc1ccc(CN2C=C(C(=O)OCc3nc(-c4cccs4)no3)C(C)=NS2(=O)=O)cc1,i
COc1ccc(-n2c(-c3cccc(F)c3)nc3c(cnn3-c3ccc(C)cc3)c2=O)cc1,?
O=C(CC1C(=O)N(c2ccccc2)C(=O)N1Cc1ccc2c(c1)OCO2)Nc1ccccc1 (stereo unspecified),i
CCOC(=O)Cc1ccc(NC(=O)NCc2c(-n3cccc3)sc3c2CCCC3)cc1,17%
CC(C)c1noc(-c2cn(C3CCN(C(=O)c4ccc[nH]4)C3)nn2)n1 (stereo unspecified),i
Cc1cccc(NC(=O)Cn2c(C)cc3nc4n(c(=O)c32)CCCCC4)c1C,?
Cc1nc2cc(-c3nc(CC4CCN(C)CC4)nn3CCO)ccc2s1,6%
Cc1cc(C)cc(-n2c(C)nc3cc(C(=O)NCc4ccccc4Cl)ccc32)c1,?
COc1cccc(CNC(=O)C2Cn3cccc3C(=O)N2Cc2ccccc2)c1 (stereo unspecified),-18%
CN(C)c1ccc(C(=O)N[C@H]2CO[C@H]3[C@@H]2OC[C@@H]3n2cc(-c3ccccn3)nn2)cc1,i
CCCc1noc(-c2ccn3c(CNC(=O)CCC4CCCC4)nnc3c2)n1,i

# From PubChem BioAssay
